MsrA act: bovine MsrA enzyme activators, primary screen, biochemical, absorbance, HTS; Methionine sulfoxide reductase A (Bos taurus); purified bovine MsrA, absorbance read-out; activation, % at 10.6 µM; 0.3% of 360,000 active; AID 602163, 2012; in the data active = activation above about 7.5%;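 also: 0% = vehicle and 100% = reference activator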
SUMO1 PPI mod: modulators of SUMO1 protein-protein interactions, primary screen, biochemical, uHTS. Small ubiquitin-related modifier 1 (Homo sapiens), P63165. SUMO1 binding to a labelled peptide, TR-FRET, 1 h. inhibition, % at 20 µM. 0.33% of 360,000 active. AID 602429, 2012; in the data active = inhibition above about 37%
Target sequence (P63165 whole entry, looked up): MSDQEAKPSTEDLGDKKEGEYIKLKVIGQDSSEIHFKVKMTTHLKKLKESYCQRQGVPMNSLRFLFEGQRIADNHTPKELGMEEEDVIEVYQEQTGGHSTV
eLon inh: inhibitors of E. coli Lon protease, primary screen, biochemical, fluorescence polarization; P0A9M0; purified E. coli Lon protease; inhibition, % at 7.94 µM; 0.42% of 360,000 active; AID 602123, 2011; in the data active = inhibition above about 13%, passing the limit was not always enough;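 also: 0% = enzyme with probe and DMSO and 100% = no enzyme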
DNMT1 inh: human DNMT1 methyltransferase inhibitors, primary screen, biochemical, molecular beacon, fluorescence, HinP1I cleavage, uHTS. inhibition (reported as % activation of signal), % at 10 µM. DNA (cytosine-5)-methyltransferase 1 (Homo sapiens), P26358. AID 588458, 2011. 0.83% of 360,000 active; in the data active = inhibition above about 50%
MsrA inh: bovine MsrA enzyme inhibitors, primary screen, biochemical, absorbance, HTS; purified bovine MsrA, absorbance read-out; inhibition, % at 15.5 µM; 0.75% of 360,000 active; AID 651718, 2012; in the data active = inhibition above about 4.5%;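 also: 0% = vehicle wells with enzyme and 100% = reference inhibitor wells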
TbMetRS inhib: T. brucei MetRS inhibitors, primary screen, biochemical, luminescence; 0.4% of 360,000 active; purified T. brucei MetRS, ATP depletion, Kinase-Glo luminescence; methionyl-tRNA synthetase (Trypanosoma brucei brucei); inhibition, % at 11.9 µM;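 active = inhibition above a per-plate cutoff of the control wells' mean inhibition plus 3 SD, cut at about 5.5% in these data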;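 also: 0% = DMSO wells median and 100% = median of wells with control inhibitor compound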
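Test system: purified T. brucei MetRS enzyme. Also added: ATP, methionine and E. coli bulk tRNA substrates. Compound: 11.9 µM single point. Schedule: 15 min enzyme-compound preincubation, 2 h reaction, 10 min detection, 25 °C. Signal: luciferase luminescence of residual ATP, Kinase-Glo. Evaluation: percent inhibition versus plate control medians. Controls: DMSO wells, low control.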
LMPTP block: LMPTP phosphatase inhibitors, primary screen, biochemical, fluorescence intensity, uHTS; Low molecular weight phosphotyrosine protein phosphatase (Homo sapiens), P24666; AID 651560, 2012; 0.22% of 360,000 active; recombinant LMPTP-A, OMFP fluorogenic substrate; inhibition, % at 20 µM;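 active = compounds that cut the enzyme signal by at least half of the control window in the single-dose screen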;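 also: plate controls were DMSO wells with enzyme plus substrate for no effect and substrate without enzyme for full effect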
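material = LMPTP-A | quantity = 0.625 nM enzyme | reagent = OMFP substrate, 400 µM final | buffer or medium = Bis-Tris pH 6.0, DTT, detergent | detection = endpoint fluorescence intensity from OMFP dephosphorylation | dosing = single 20 µM dose | read-out basis = % inhibition relative to no-enzyme and uninhibited control wells | control set = no-enzyme and uninhibited controls | timing = 50 min at room temperature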
STEP inh: STEP phosphatase inhibitors, primary screen, biochemical, fluorescence intensity, uHTS; Tyrosine-protein phosphatase non-receptor type 5 (Homo sapiens), P54829; recombinant STEP, OMFP fluorogenic substrate; inhibition, % at 20 µM; 0.25% of 360,000 active;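 active = inhibition at 20 µM, scaled per plate between control wells, above about 37%, limit read from the data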;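 also: 0% = DMSO with enzyme and substrate and 100% = substrate only without enzyme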
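System: STEP (striatal-enriched tyrosine phosphatase) enzyme, cell-free; medium: Bis-Tris pH 6.0 buffer with DTT, detergent; dosing: 20 µM, 1% DMSO; times: reaction 20 min, ambient temperature; detection: fluorescence, 480/540 nm; read-out basis: normalized % inhibition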
Scp-1 inhibitor: Scp-1 phosphatase inhibitors, primary screen, biochemical, colorimetric, uHTS. Recombinant Scp1, phosphopeptide, malachite green phosphate absorbance. inhibition, % at 20 µM. 0.88% of 340,000 active. AID 493091, 2011;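 active = inhibition above about 50% at 20 µM, limit read from the data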;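 also: plate controls were DMSO wells with enzyme for no effect and wells lacking enzyme for full effect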
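System: SCP-1 catalytic domain; Reagent: Phospho 17-mer peptide substrate; Doses: one concentration, 20 µM, with 1.0% DMSO; Incubation: 45 min room-temperature reaction, 5 min colour, 30 min stabiliser; Signal: Phosphate-binding colour reagent, absorbance read at 630 nm.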
CendR NRP1 mod: modulators of CendR peptide binding to NRP-1, primary screen, biochemical, fluorescence polarization, uHTS. 0.85% of 360,000 active. inhibition, % at 25 µM. FAM-RPARPAR peptide binding to NRP-1. Neuropilin-1 (Homo sapiens), O14786;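 active = inhibition or corrected inhibition above about 18%, plus a signal ratio from 0.5 to 1.5, limit read from the data, passing the limit was not always enough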; also: strong numbers were not always called active
Target sequence (O14786 whole entry, looked up): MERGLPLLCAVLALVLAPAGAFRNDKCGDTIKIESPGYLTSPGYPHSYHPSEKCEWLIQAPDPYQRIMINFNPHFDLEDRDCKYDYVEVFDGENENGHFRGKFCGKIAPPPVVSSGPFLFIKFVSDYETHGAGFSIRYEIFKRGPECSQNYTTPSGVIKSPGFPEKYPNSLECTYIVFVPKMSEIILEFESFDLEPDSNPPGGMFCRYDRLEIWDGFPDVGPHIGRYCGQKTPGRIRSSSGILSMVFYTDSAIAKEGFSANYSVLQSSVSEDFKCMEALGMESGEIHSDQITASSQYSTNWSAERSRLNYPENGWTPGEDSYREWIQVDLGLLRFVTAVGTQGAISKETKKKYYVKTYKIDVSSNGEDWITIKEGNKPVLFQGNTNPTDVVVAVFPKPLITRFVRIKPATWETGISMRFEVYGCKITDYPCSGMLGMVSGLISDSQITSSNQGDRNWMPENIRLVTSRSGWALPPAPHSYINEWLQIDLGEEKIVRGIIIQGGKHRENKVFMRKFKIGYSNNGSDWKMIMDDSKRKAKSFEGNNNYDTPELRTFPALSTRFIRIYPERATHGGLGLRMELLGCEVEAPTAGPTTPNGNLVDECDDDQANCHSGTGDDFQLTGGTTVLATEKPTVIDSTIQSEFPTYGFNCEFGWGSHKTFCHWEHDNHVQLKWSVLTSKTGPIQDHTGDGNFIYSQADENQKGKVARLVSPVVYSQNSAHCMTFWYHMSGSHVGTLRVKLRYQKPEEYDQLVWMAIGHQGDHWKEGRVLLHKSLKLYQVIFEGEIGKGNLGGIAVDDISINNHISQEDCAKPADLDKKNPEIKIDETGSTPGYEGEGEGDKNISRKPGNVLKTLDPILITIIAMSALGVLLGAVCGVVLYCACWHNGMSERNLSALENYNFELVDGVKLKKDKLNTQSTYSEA
* marks the source's active call; other numbers are inactive results; / = not tested or not shown.

mol | MsrA act | SUMO1 PPI mod | eLon inh | DNMT1 inh | MsrA inh | TbMetRS inhib | LMPTP block | STEP inh | Scp-1 inhibitor | CendR NRP1 mod
COc1ccc(C(CNC(=O)c2cc(S(=O)(=O)NCc3ccccc3)ccc2C)N2CCOCC2)cc1 (stereo not drawn) | -10.4 | -29.9 | -5.9 | 1.1 | -1.3 | -0.9 | -10.0 | -6.0 | -0.8 | 3.3
O=C(NC1CC2CCC(C1)N2C(=O)NCc1ccccc1)C1CC1 (stereo not drawn) | -3.2 | -2.9 | -5.3 | 4.2 | -2.0 | -1.3 | 0.3 | 2.3 | 3.5 | 1.5
O=c1c(-c2ccccc2)c(O)c2ccccc2n1-c1ccccc1 | -11.8 | 1.5 | -0.9 | -12.4 | 0.3 | -1.6 | -3.1 | 0.7 | -15.4 | 16.9
CC(C)(O)C#Cc1ccc(CNC[C@H]2O[C@@H](n3cnc4c(=O)[nH]c(N)nc43)[C@H](O)[C@@H]2O)s1 | -3.9 | 1.8 | -1.2 | 2.2 | 0.3 | 0.4 | 2.0 | -1.4 | / | 5.8
CCCCC(=O)Nc1ccc(C(=O)OC2CCCCC2)cc1 | -4.0 | 2.9 | 14.7 | -0.4 | -0.4 | -0.8 | 3.7 | 1.1 | -4.6 | 2.5
CNC(=O)c1cc2cc(OC)ccc2n1CCN(C)C | -1.4 | 1.6 | -11.7 | 1.7 | 1.8 | 0.0 | -1.7 | 0.1 | -10.7 | -7.0
CC(C)CNS(=O)(=O)c1ccc(CCC(=O)NCc2cccnc2)cc1 | -11.6 | -9.0 | 0.0 | 2.4 | -1.8 | -0.9 | -0.9 | 4.3 | 4.7 | 4.7
Cc1ccc(C)c(S(=O)(=O)N2CCN(C(C)C(=O)Nc3ccccc3-c3ccccc3)CC2)c1 (stereo not drawn) | -6.1 | 2.3 | 10.0 | 3.5 | 1.5 | -0.9 | 3.6 | 0.2 | 4.0 | -13.1
C=CC[C@H](CC(=O)N(CCO)Cc1ccccc1)C(=O)NCCOC(=O)[C@@H](CC=C)CC(=O)OC(C)(C)C | 0.0 | -2.0 | -3.5 | 3.3 | 0.2 | -0.2 | 0.6 | -1.0 | -5.0 | 6.8
Cc1c(C(=O)N2CC(C)OC(C)C2)oc2ccccc12 (stereo not drawn) | -9.5 | 3.4 | -2.6 | 3.2 | 1.3 | -0.8 | 0.3 | -8.0 | -1.5 | 10.1
CCOc1cc(/C=C2\CCC/C(=C\c3cc(Cl)c(O)c(OCC)c3)C2=O)cc(Cl)c1O | -3.1 | -1.9 | -21.1 | -20.4 | 1.8 | -0.9 | -0.1 | 2.7 | -14.5 | -26.4
CC(=O)N1CCC(C(=O)Nc2ccc(S(=O)(=O)NCCc3ccccc3)cc2)CC1 | -5.7 | -4.3 | -7.2 | -2.0 | 2.2 | -0.5 | -0.6 | 0.1 | -5.2 | 1.5
Cc1nc(-c2cc(-c3nc(-c4ccc(C(C)(C)C)cc4)no3)no2)cs1 | -3.6 | 2.2 | 1.9 | -2.0 | -0.7 | -0.1 | 4.8 | 0.1 | -2.6 | 10.1
COc1ccccc1/C=N/Nc1nc(C)c(C(C)=O)s1 | -0.4 | -1.4 | -10.1 | -3.7 | 0.8 | -0.1 | 0.5 | -1.5 | -9.8 | -10.0
CCOc1cccc(C(=O)Nc2cccc(C(C)=O)c2)c1 | -3.7 | 0.8 | -6.6 | 3.0 | -1.3 | -0.7 | -1.2 | 2.2 | -4.4 | -0.2
C=CC[C@@H](CC(=O)NCCO)C(=O)N[C@H](C)COC(=O)[C@@H](CC=C)CC(=O)OC(C)(C)C | -3.4 | -0.5 | -8.3 | 1.3 | 0.0 | -0.3 | -0.5 | -0.2 | -8.1 | 4.9
CN(C)C(CNC(=O)C1CCN(C(=O)/C=C/c2ccccc2)CC1)c1ccccc1 (stereo not drawn) | 1.0 | -12.2 | 4.4 | 1.1 | 1.4 | 0.3 | -2.5 | -2.6 | 3.5 | 1.3
CC(C)c1ccc(C(=O)N/N=C/c2cccc(Cl)c2Cl)cc1 | -0.9 | -2.2 | 4.9 | -5.2 | 0.5 | 0.2 | 1.3 | -0.2 | -4.2 | 3.3
CC(C)(C)C1CCC2(CC1)Nc1cccc3cccc(c13)N2 | -10.5 | -7.2 | 1.1 | 8.6 | 0.5 | -0.7 | 3.4 | 0.8 | 7.6 | -30.7
Cc1ccc(NCCC(=O)c2ccc(Cl)c(Cl)c2)cc1 | -1.7 | 0.8 | -5.7 | 1.9 | -0.1 | -0.6 | -2.1 | -1.8 | -6.1 | -2.6
Cc1ccccc1-n1c(SCC(N)=O)nc2sc(-c3ccccc3)cc2c1=O | 1.0 | -9.8 | -0.7 | -4.7 | -0.8 | 0.8 | 2.0 | -0.2 | -11.9 | 19.1
CCOc1cc(/C=N/NC(=O)CN2CCCCC2)ccc1OCc1ccc(Cl)cc1 | -3.1 | -2.3 | -7.2 | 1.3 | 0.5 | -0.8 | 0.8 | 3.9 | -14.7 | -11.0
CSc1ccccc1C(=O)NC1CCCCC1 | -1.4 | -1.1 | 1.0 | -3.8 | 0.9 | -0.6 | -0.6 | -2.8 | -6.5 | -4.6
Cn1c(-c2cccs2)nc2ccccc21 | -3.3 | 25.4 | -0.1 | 1.9 | 1.1 | 0.1 | -0.8 | 14.0 | -0.7 | 5.2

3 structures already listed, sorted by length of the SMILES, smallest number first:
mol | MsrA act | SUMO1 PPI mod | eLon inh | DNMT1 inh | MsrA inh | TbMetRS inhib | LMPTP block | STEP inh | Scp-1 inhibitor | CendR NRP1 mod
Cc1c(C(=O)N2CC(C)OC(C)C2)oc2ccccc12 (stereo not drawn) | -9.5 | 3.4 | -2.6 | 3.2 | 1.3 | -0.8 | 0.3 | -8.0 | -1.5 | 10.1
O=C(NC1CC2CCC(C1)N2C(=O)NCc1ccccc1)C1CC1 (stereo not drawn) | -3.2 | -2.9 | -5.3 | 4.2 | -2.0 | -1.3 | 0.3 | 2.3 | 3.5 | 1.5
CC(=O)N1CCC(C(=O)Nc2ccc(S(=O)(=O)NCCc3ccccc3)cc2)CC1 | -5.7 | -4.3 | -7.2 | -2.0 | 2.2 | -0.5 | -0.6 | 0.1 | -5.2 | 1.5

Remaining list, next part.
mol | MsrA act | SUMO1 PPI mod | eLon inh | DNMT1 inh | MsrA inh | TbMetRS inhib | LMPTP block | STEP inh | Scp-1 inhibitor | CendR NRP1 mod
Cc1cc(=O)[nH]c(N/N=C/c2c(C)nn(-c3ccccc3Cl)c2Cl)n1 | -4.9 | -4.3 | 6.8 | 1.5 | 1.5 | 0.1 | -1.1 | -1.8 | -252.9 | -14.0
Cc1ccc(Cn2cc(CN3CC(N4CCN(CCN(C)C)CC4)CS3(=O)=O)nn2)cc1 (stereo not drawn) | -1.4 | -12.3 | -9.2 | / | -1.1 | -0.1 | -6.5 | / | / | 4.2
CC(=O)c1c(C)[nH]c(C(=O)OCC(=O)C(C)(C)C)c1C | -5.3 | -0.3 | 0.1 | 2.4 | 0.5 | -1.4 | 0.0 | 0.7 | -13.9 | 2.6
COc1cccc(C2CC(=O)NC(SC)=C2C#N)c1 (stereo not drawn) | -0.7 | 1.4 | 4.2 | -2.5 | -1.4 | -0.5 | 1.2 | 2.8 | -2.8 | -3.9
Cc1cc(C)n2cc(CSc3nnnn3C)nc2n1 | -0.5 | 0.0 | -2.7 | 5.8 | 0.5 | -0.3 | 1.4 | -2.3 | -3.0 | 7.6
CCOc1cc(CNc2ccc(CNc3ncn[nH]3)cc2)ccc1OCc1ccccc1 | -2.2 | -4.6 | 5.0 | -18.8 | 0.2 | 0.1 | 2.4 | 2.1 | -8.2 | -6.6
Cc1[nH]c2ccccc2c1C1(O)C(=O)N(C(C)C)c2ccccc21 (stereo not drawn) | -4.2 | -7.5 | -7.2 | -10.6 | 0.7 | -1.0 | -0.6 | -3.3 | -6.1 | -9.0
O=C(CSc1ccc(C(F)(F)F)cc1[N+](=O)[O-])NCCOc1ccccc1 | 0.0 | -9.2 | -18.9 | 0.7 | -0.7 | 0.3 | 2.3 | -1.6 | -1.3 | 6.4
O=C(Nc1ccc(O)cc1)c1ccc2c(c1)C(=O)N(Cc1ccccc1)C2=O | 0.3 | -20.2 | -6.8 | -2.0 | -0.4 | -0.1 | 2.9 | -0.8 | -11.8 | 1.7
COc1ccc(NC(=O)C2Cc3cccc(OC)c3O/C2=N\O)cc1 (stereo not drawn) | -0.7 | -1.0 | 0.5 | 8.3 | 1.5 | 1.4 | -0.1 | -3.0 | -7.7 | -7.0
CCn1c(O)c(/C=N/N=C2CCCC2)c2ccc(C3=NNC(=O)CC3)cc21 | -1.0 | -22.9 | -19.5 | -3.0 | 0.2 | 0.7 | 0.3 | 3.0 | -10.8 | -18.2
COc1ccc2c(c1OC)C(=O)OC2C/C(=N\NC(N)=O)c1ccccc1 (stereo not drawn) | -0.8 | 2.1 | 3.3 | -3.5 | 0.5 | 1.7 | 0.1 | -0.4 | -7.5 | -7.8
Cc1ccc(S(=O)(=O)NCCC2=CCCCC2)cc1 | -5.5 | 3.6 | 5.6 | -0.4 | -0.4 | -0.4 | 1.1 | 0.5 | -0.8 | -7.4
COc1cc(OC)cc(C(=O)Nc2cccc(C(C)=O)c2)c1 | -3.2 | 1.5 | -10.3 | -1.2 | 0.9 | -1.2 | -0.5 | -19.6 | 2.5 | -1.0
CC(NS(=O)(=O)c1ccc(Cl)cc1)C(=O)NCc1ccco1 (stereo not drawn) | -9.8 | 0.8 | -9.0 | 20.2 | 1.5 | -1.4 | -0.8 | -1.6 | 17.1 | -6.7
CCN1CCN(C(=O)c2ccc(CSc3ccc(C)cc3)cc2)CC1 | 4.2 | 2.9 | 1.4 | -1.7 | -0.3 | 0.0 | -0.7 | -1.4 | 0.5 | 11.8
O=C(NCCCn1ccnc1)c1cccc(Br)c1 | -2.5 | 2.2 | -3.1 | 1.6 | 0.4 | -0.7 | -2.0 | -0.2 | -12.1 | 2.9

Screening data: PubChem BioAssay, several laboratories

Hits appear at their usual frequency; 4.3% or so of the library scored in one or more.
